Assay outcomes as filed in PubChem.
NOTCH ag = agonists of NOTCH signaling. NOTCH signaling luciferase reporter cells, luminescence. activation, % at 2.5 µM. actives 0.4% (n = 15,000); in the data active = activation above about 2.2%
TLR4 MyD88 blk = inhibitors of human TLR4-MyD88 binding; actives 0.06% (n = 16,000); Cell-based TLR4-MyD88 binding inhibition assay; inhibition, % at 10 µM; in the data active = inhibition above about 45%
Nox1 inh = inhibitors of human NADPH oxidase 1 (Nox1). Q9Y5S8. inhibition, % at 6.7 µM. AID 1792, 2009. actives 0.81% (n = 16,000). HT29 cells, luminol chemiluminescence ROS
OPRK1 antag MB = antagonists of human kappa opioid receptor OPRK1, Maybridge library; OPRK1 cells, antagonist mode, fluorescence readout; actives 0.4% (n = 16,000); inhibition, % at 9 µM; Kappa-type opioid receptor (Homo sapiens), P41145; AID 652031, 2013; in the data active = inhibition above about 50%
PME-1 Maybr inh = inhibitors of human PME-1 in Maybridge library; Protein phosphatase methylesterase 1 (Homo sapiens), Q9Y570; recombinant PME-1, FP-Rh probe fluorescence polarization; inhibition, % at 9 µM; actives 0.5% (n = 16,000); AID 2291, 2010; in the data active = inhibition above about 30%
Luminol counter = counter-screen for Nox1 inhibitors: inhibitors of luminol chemiluminescence; inhibition, % at 6.7 µM; actives 0.4% (n = 16,000); HRP/luminol/H2O2 chemiluminescence counterscreen; also: reference of the scale not given here
S1P1 ag = activates the human S1P1 receptor | Sphingosine 1-phosphate receptor 1 (Homo sapiens), P21453 | S1P1 agonist cell-based reporter assay | activation, % at 4.5 µM | actives 1.5% (n = 16,000); in the data active = activation above about 80%
Target sequence (P21453 whole entry, looked up): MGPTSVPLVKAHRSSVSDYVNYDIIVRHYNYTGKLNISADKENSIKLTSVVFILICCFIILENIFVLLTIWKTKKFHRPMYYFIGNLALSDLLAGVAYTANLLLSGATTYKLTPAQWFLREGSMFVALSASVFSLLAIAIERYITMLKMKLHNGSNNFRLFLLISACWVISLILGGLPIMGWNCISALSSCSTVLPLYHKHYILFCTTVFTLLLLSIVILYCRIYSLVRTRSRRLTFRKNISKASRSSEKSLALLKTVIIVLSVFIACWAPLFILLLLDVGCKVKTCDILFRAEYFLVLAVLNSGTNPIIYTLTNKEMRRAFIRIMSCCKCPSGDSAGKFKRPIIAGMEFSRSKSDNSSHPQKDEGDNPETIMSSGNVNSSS
rat GALR2 agon = agonists of rat galanin receptor 2 (GALR2); Galanin receptor type 2 (Rattus norvegicus), O08726; cell-based GALR2 agonist screen; activation, % at 10 µM; actives 0.5% (n = 16,000); in the data active = activation above about 15%
Target sequence (O08726 whole entry, looked up): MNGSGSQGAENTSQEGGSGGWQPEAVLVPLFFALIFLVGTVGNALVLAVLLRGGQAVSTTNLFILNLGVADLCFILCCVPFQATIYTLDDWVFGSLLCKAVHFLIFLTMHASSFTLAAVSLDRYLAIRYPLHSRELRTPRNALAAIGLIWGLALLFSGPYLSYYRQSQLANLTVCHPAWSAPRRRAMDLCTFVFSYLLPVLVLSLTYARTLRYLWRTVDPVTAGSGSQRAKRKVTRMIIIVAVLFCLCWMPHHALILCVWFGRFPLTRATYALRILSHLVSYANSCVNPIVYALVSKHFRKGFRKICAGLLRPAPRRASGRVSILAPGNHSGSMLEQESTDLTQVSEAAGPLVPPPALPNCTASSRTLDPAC
* = called active by the depositor. Rule as the data show it, unless noted: active = inhibition above about 75%; inactive = the rest.

How did Cc1c(NC(=O)C2CCCCC2)cccc1[N+](=O)[O-] do in these assays?
NOTCH ag: -0.1; TLR4 MyD88 blk: -10; Nox1 inh: 3; OPRK1 antag MB: -10; PME-1 Maybr inh: 12; Luminol counter: -6; S1P1 ag: -7; rat GALR2 agon: -8

Results for O=C(O)c1nccnc1C(=O)NC(c1ccccc1)c1ccccc1 ?
NOTCH ag: -0.2; TLR4 MyD88 blk: -44; Nox1 inh: -27; OPRK1 antag MB: -7; PME-1 Maybr inh: -2; Luminol counter: 2; S1P1 ag: 7; rat GALR2 agon: -3

Results for Cc1cccc(Cn2nc(C(C)(C)C)cc2C(=O)NNC(=S)NC2CCCCC2)c1 ?
NOTCH ag: -0.4; TLR4 MyD88 blk: -3; Nox1 inh: -9; OPRK1 antag MB: 13; PME-1 Maybr inh: -2; Luminol counter: 0; S1P1 ag: -2; rat GALR2 agon: -7

Results for CCN(CC)c1ccc2cc(C(=O)c3cc4ccc(N(CC)CC)cc4oc3=O)c(=O)oc2c1 ?
NOTCH ag: -5.1; TLR4 MyD88 blk: 8; Nox1 inh: 6; OPRK1 antag MB: -2; PME-1 Maybr inh: 20; Luminol counter: 17; S1P1 ag: -11; rat GALR2 agon: -6

Results for COc1ccc(CCN=Cc2ccc3c(c2)OCO3)cc1OC ?
NOTCH ag: -0.8; TLR4 MyD88 blk: 3; Nox1 inh: 16; OPRK1 antag MB: 0; PME-1 Maybr inh: 4; Luminol counter: -4; S1P1 ag: 1; rat GALR2 agon: -1

How did O=C(Cc1ccccc1)NC1CCN(S(=O)(=O)c2cc(Cl)c(Cl)cc2Cl)CC1 do in these assays?
NOTCH ag: 2.1; TLR4 MyD88 blk: 2; Nox1 inh: -10; OPRK1 antag MB: -11; PME-1 Maybr inh: 2; Luminol counter: -1; S1P1 ag: -3; rat GALR2 agon: -5

How did Cn1cc(Br)c(-c2cccc(NC(=O)c3ccccc3Cl)c2)n1 do in these assays?
NOTCH ag: -0.4; TLR4 MyD88 blk: -4; Nox1 inh: -23; OPRK1 antag MB: -4; PME-1 Maybr inh: 6; Luminol counter: -5; S1P1 ag: -21; rat GALR2 agon: -1

How did CCSc1nc(N)nc(C(C)C)n1 do in these assays?
NOTCH ag: 0.6; TLR4 MyD88 blk: 6; Nox1 inh: -42; OPRK1 antag MB: -15; PME-1 Maybr inh: 2; Luminol counter: -1; S1P1 ag: -23; rat GALR2 agon: -4

Results for COc1cccc(NC(=O)c2c(C)cc(C)cc2CC(C)(C)C(=O)O)c1 ?
NOTCH ag: -0.4; TLR4 MyD88 blk: 0; Nox1 inh: -28; OPRK1 antag MB: 1; PME-1 Maybr inh: -3; Luminol counter: 3; S1P1 ag: -5; rat GALR2 agon: -8

How did N#Cc1c(=O)[nH]c(O)c2c(=N)oc3ccc(Cl)cc3c12 do in these assays?
NOTCH ag: -0.6; TLR4 MyD88 blk: 3; Nox1 inh: -18; OPRK1 antag MB: -1; PME-1 Maybr inh: -33; Luminol counter: 0; S1P1 ag: -13; rat GALR2 agon: -6

What do the screens show for `CC(C)NC(=S)NCCc1ccncc1`?
NOTCH ag: 0.0; TLR4 MyD88 blk: 0; Nox1 inh: 3; OPRK1 antag MB: -1; PME-1 Maybr inh: 2; Luminol counter: -3; S1P1 ag: -13; rat GALR2 agon: -1

Results for CCOC(=O)C(Sc1cc(-c2ccccc2)nc2ncnn12)C(C)=O (stereo not given) ?
NOTCH ag: 0.1; TLR4 MyD88 blk: -8; Nox1 inh: -38; OPRK1 antag MB: 13; PME-1 Maybr inh: 2; Luminol counter: 16; S1P1 ag: -4; rat GALR2 agon: -6

Results for Cc1oc(-c2ccccc2)cc1C(=O)N1CCN(c2ncc(C(F)(F)F)cc2Cl)CC1 ?
NOTCH ag: 2.3*; TLR4 MyD88 blk: -9; Nox1 inh: 23; OPRK1 antag MB: 6; PME-1 Maybr inh: -2; Luminol counter: -6; S1P1 ag: -2; rat GALR2 agon: -9

How did O=C(Nc1ccccc1)Nc1ccc(Cl)cc1SCc1ccccc1 do in these assays?
NOTCH ag: 0.1; TLR4 MyD88 blk: -4; Nox1 inh: 11; OPRK1 antag MB: -18; PME-1 Maybr inh: -6; Luminol counter: -2; S1P1 ag: 18; rat GALR2 agon: -3

What do the screens show for `Cc1ccc(CNC(=S)NCCO)cc1`?
NOTCH ag: 0.9; TLR4 MyD88 blk: -2; Nox1 inh: -18; OPRK1 antag MB: 0; PME-1 Maybr inh: 0; Luminol counter: 3; S1P1 ag: -8; rat GALR2 agon: -3

Results for O=S(=O)(Nc1ccc(N2CCCCC2)cc1)c1ccccc1 ?
NOTCH ag: -0.2; TLR4 MyD88 blk: -3; Nox1 inh: 101*; OPRK1 antag MB: 13; PME-1 Maybr inh: 6; Luminol counter: 13; S1P1 ag: -20; rat GALR2 agon: -6

How did CSC(=NC#N)N1CCN(c2c([N+](=O)[O-])cc(C(F)(F)F)cc2[N+](=O)[O-])CC1 do in these assays?
NOTCH ag: 0.0; TLR4 MyD88 blk: -3; Nox1 inh: -21; OPRK1 antag MB: -10; PME-1 Maybr inh: -1; Luminol counter: 2; S1P1 ag: 6; rat GALR2 agon: -9

Results for Nc1cccc2c(S(=O)(=O)N3CCOCC3)cccc12 ?
NOTCH ag: -0.4; TLR4 MyD88 blk: -6; Nox1 inh: 53; OPRK1 antag MB: -8; PME-1 Maybr inh: 4; Luminol counter: -1; S1P1 ag: -1; rat GALR2 agon: -4

What do the screens show for `C/C(N)=N\S(=O)(=O)c1cc(Cl)c(Oc2ccc([N+](=O)[O-])cc2)c(Cl)c1`?
NOTCH ag: -1.1; TLR4 MyD88 blk: -1; Nox1 inh: -39; OPRK1 antag MB: -3; PME-1 Maybr inh: 3; Luminol counter: -2; S1P1 ag: 8; rat GALR2 agon: -8

What do the screens show for `CC(=O)Cn1cnc2sc(-c3ccccc3)cc2c1=O`?
NOTCH ag: 0.7; TLR4 MyD88 blk: 1; Nox1 inh: -15; OPRK1 antag MB: -10; PME-1 Maybr inh: 0; Luminol counter: 5; S1P1 ag: -6; rat GALR2 agon: -4

What do the screens show for `S=C1NCN(CCCn2ccnc2)CN1`?
NOTCH ag: 0.2; TLR4 MyD88 blk: -5; Nox1 inh: 0; OPRK1 antag MB: 16; PME-1 Maybr inh: 3; Luminol counter: -1; S1P1 ag: -8; rat GALR2 agon: -6

How did CCOC(=O)C1CCN(S(=O)(=O)c2sc3ccc(Cl)cc3c2C)CC1 do in these assays?
NOTCH ag: -5.5; TLR4 MyD88 blk: 1; Nox1 inh: -14; OPRK1 antag MB: 12; PME-1 Maybr inh: 4; Luminol counter: -7; S1P1 ag: 8; rat GALR2 agon: -4

Results for CCCNC(=O)Nc1cc(S(=O)(=O)CC)ccc1O ?
NOTCH ag: -0.7; TLR4 MyD88 blk: 11; Nox1 inh: -24; OPRK1 antag MB: 5; PME-1 Maybr inh: -1; Luminol counter: 6; S1P1 ag: 7; rat GALR2 agon: -5

Results for Nc1nnc(SCC(=O)Nc2cccc(C(F)(F)F)c2)s1 ?
NOTCH ag: -0.4; TLR4 MyD88 blk: 11; Nox1 inh: -26; OPRK1 antag MB: 5; PME-1 Maybr inh: 0; Luminol counter: 2; S1P1 ag: -7; rat GALR2 agon: -5

What do the screens show for `COc1ccc(-n2ncc(NC(=O)N3CCN(c4ccc(C(F)(F)F)cn4)CC3)c2C)cc1`?
NOTCH ag: -0.6; TLR4 MyD88 blk: -8; Nox1 inh: 0; OPRK1 antag MB: 9; PME-1 Maybr inh: 6; Luminol counter: -7; S1P1 ag: 7; rat GALR2 agon: -6

How did Cc1nnsc1C(=O)NN(C)c1ccc([N+](=O)[O-])cn1 do in these assays?
NOTCH ag: -0.3; TLR4 MyD88 blk: -3; Nox1 inh: -15; OPRK1 antag MB: 15; PME-1 Maybr inh: 2; Luminol counter: 9; S1P1 ag: 6; rat GALR2 agon: -6

Results for CNc1cc(C#N)c2cc(Br)ccc2n1 ?
NOTCH ag: 0.5; TLR4 MyD88 blk: 0; Nox1 inh: -22; OPRK1 antag MB: -20; PME-1 Maybr inh: 1; Luminol counter: 3; S1P1 ag: -14; rat GALR2 agon: 3

How did O=C(NCCN1CCNC1=O)c1ccc2nccnc2c1 do in these assays?
NOTCH ag: -0.9; TLR4 MyD88 blk: -3; Nox1 inh: -64; OPRK1 antag MB: 5; PME-1 Maybr inh: -3; Luminol counter: 1; S1P1 ag: -24; rat GALR2 agon: 1

How did Cc1cccc(Cl)c1NC(=S)N1CCCC1 do in these assays?
NOTCH ag: -0.1; TLR4 MyD88 blk: 12; Nox1 inh: -6; OPRK1 antag MB: 6; PME-1 Maybr inh: -1; Luminol counter: 1; S1P1 ag: -6; rat GALR2 agon: -5

What do the screens show for `N#C/C(=C\c1ccc(Oc2ccccc2)nc1)S(=O)(=O)c1ccccc1`?
NOTCH ag: -0.6; TLR4 MyD88 blk: -9; Nox1 inh: 3; OPRK1 antag MB: 4; PME-1 Maybr inh: 6; Luminol counter: -4; S1P1 ag: -3; rat GALR2 agon: 2

Three structures out of the list, arranged by molar mass, descending:
How did CCOC(=O)C1CCN(S(=O)(=O)c2sc3ccc(Cl)cc3c2C)CC1 do in these assays?
NOTCH ag: -5.5; TLR4 MyD88 blk: 1; Nox1 inh: -14; OPRK1 antag MB: 12; PME-1 Maybr inh: 4; Luminol counter: -7; S1P1 ag: 8; rat GALR2 agon: -4

Results for COc1ccc(CCN=Cc2ccc3c(c2)OCO3)cc1OC ?
NOTCH ag: -0.8; TLR4 MyD88 blk: 3; Nox1 inh: 16; OPRK1 antag MB: 0; PME-1 Maybr inh: 4; Luminol counter: -4; S1P1 ag: 1; rat GALR2 agon: -1

How did Cc1c(NC(=O)C2CCCCC2)cccc1[N+](=O)[O-] do in these assays?
NOTCH ag: -0.1; TLR4 MyD88 blk: -10; Nox1 inh: 3; OPRK1 antag MB: -10; PME-1 Maybr inh: 12; Luminol counter: -6; S1P1 ag: -7; rat GALR2 agon: -8

The list continues.
What do the screens show for `Cc1sc2ccccc2[n+]1C`?
NOTCH ag: -1.1; TLR4 MyD88 blk: -6; Nox1 inh: 10; OPRK1 antag MB: 6; PME-1 Maybr inh: 1; Luminol counter: -1; S1P1 ag: -4; rat GALR2 agon: -10

How did Fc1ccc(-c2cn3c(n2)Cc2ccccc2C3)cc1 do in these assays?
NOTCH ag: -0.8; TLR4 MyD88 blk: 14; Nox1 inh: -71; OPRK1 antag MB: -12; PME-1 Maybr inh: -3; Luminol counter: 8; S1P1 ag: 40; rat GALR2 agon: -2

What do the screens show for `O=C(O)CCSC1CC(=O)N(c2ccccc2)C1=O` (stereo not given)?
NOTCH ag: -0.8; TLR4 MyD88 blk: -3; Nox1 inh: -22; OPRK1 antag MB: 19; PME-1 Maybr inh: -2; Luminol counter: 0; S1P1 ag: -13; rat GALR2 agon: -6

Results for O=C1C=CC(=O)N1CCc1cccs1 ?
TLR4 MyD88 blk: -1; Nox1 inh: 20; OPRK1 antag MB: 22; PME-1 Maybr inh: 4; Luminol counter: -5; S1P1 ag: 1; rat GALR2 agon: -5

Gathered by group, the entries above containing two or more sulfur atoms (two)
How did CCOC(=O)C1CCN(S(=O)(=O)c2sc3ccc(Cl)cc3c2C)CC1 do in these assays?
NOTCH ag: -5.5; TLR4 MyD88 blk: 1; Nox1 inh: -14; OPRK1 antag MB: 12; PME-1 Maybr inh: 4; Luminol counter: -7; S1P1 ag: 8; rat GALR2 agon: -4

Results for Nc1nnc(SCC(=O)Nc2cccc(C(F)(F)F)c2)s1 ?
NOTCH ag: -0.4; TLR4 MyD88 blk: 11; Nox1 inh: -26; OPRK1 antag MB: 5; PME-1 Maybr inh: 0; Luminol counter: 2; S1P1 ag: -7; rat GALR2 agon: -5
